High-throughput results deposited in PubChem by National Center for Advancing Translational Sciences (NCATS).
BAZ2B inh: qHTS Assay for Inhibitors of BAZ2B | Bromodomain adjacent to zinc finger domain protein 2B (Homo sapiens), Q9UIF8 | AlphaScreen BAZ2B-H3K14Ac peptide displacement | Potency, µM (top dose mostly 114 µM), inactives show top-dose activity change, negative = inhibition, usual class: inhibitors | 4.4% of 360,000 active; further: potency means the concentration at half of the fitted maximal effect; on the % scale 0 is the no-effect control and ±100 the full control effect; nearly all actives have a fitted effect of over 60% in size
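Protein-peptide AlphaScreen: BAZ2B 50 nM, b-H3K14Ac 50 nM, 1x PBS pH 7.4 + 0.01% Tween-20. Preincubation 30 min RT; cpd 30 min RT (top 110 uM); beads 20 min RT, light-protected.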
G9a block: qHTS Assay for Inhibitors of Histone Lysine Methyltransferase G9a; Histone-lysine N-methyltransferase EHMT2 (Homo sapiens), Q96KQ7; G9a H3K9 monomethylation, AlphaScreen, 2 h; Potency, µM (series often up to 102 µM), inactives show at the highest dose activity, negative = inhibition, actives largely listed as inhibitors; 8.8% of 350,000 active; AID 504332, 2011; further: potency means the concentration at half of the fitted maximal effect; on the % scale 0 is the no-effect control and ±100 the full control effect; nearly all actives have a fitted effect of over 75% in size
Target sequence (Q96KQ7 913-1193 limits assumed): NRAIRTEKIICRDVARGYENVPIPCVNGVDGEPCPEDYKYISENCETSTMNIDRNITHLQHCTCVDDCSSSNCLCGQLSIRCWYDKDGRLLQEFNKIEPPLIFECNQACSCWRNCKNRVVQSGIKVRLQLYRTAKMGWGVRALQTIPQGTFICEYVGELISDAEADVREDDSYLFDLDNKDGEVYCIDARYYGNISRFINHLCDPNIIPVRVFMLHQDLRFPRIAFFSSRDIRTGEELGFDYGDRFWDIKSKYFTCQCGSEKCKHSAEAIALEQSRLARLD
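AlphaScreen detection with an anti-monomethyl H3K9 antibody quantified product after a 2 h room-temperature reaction containing 500 nM biotinylated H3K9 peptide, 20 µM SAM and 20 nM enzyme, which had been preincubated 15 min with compound.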
JMJD2A Tudor inh: qHTS Assay for Inhibitors of JMJD2A-Tudor Domain | AlphaScreen JMJD2A-Tudor / H3K4me3 peptide binding | Potency, µM (series often up to 114 µM), for inactives: top-dose activity change, negative = inhibition, most hits filed as inhibitors | 4.4% of 390,000 active | AID 504339, 2011; further: potency means the concentration at half of the fitted maximal effect; on the % scale 0 is the no-effect control and ±100 the full control effect; nearly all actives have a fitted effect of over 50% in size
HP1b binding inh: HTS for Inhibitors of HP1-beta Chromodomain Interactions with Methylated Histone Tails. AID 540317, 2011. AlphaScreen HP1-beta / biotin-H3K9me3 peptide binding. Chromobox protein homolog 1 (Homo sapiens), P83916. Potency, µM (doses to about 114 µM), for inactives: top-dose activity change, negative = inhibition, actives largely listed as inhibitors. 0.56% of 390,000 active; further: potency means the concentration at half of the fitted maximal effect; nearly all actives have a fitted effect of over 70% in size; inactives centre near 23
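HP1-beta protein (50 nM final) preincubated 30 min at room temperature with biotinylated H3(1-18)K9me3 peptide (50 nM) in PBS pH 7.4, 0.01% Tween-20, then compound added for 30 min. AlphaScreen streptavidin donor/nickel chelate acceptor beads (10 ug/mL final), 30 min dark, luminescence read.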
PGK inhibitor: qHTS Assay to Find Inhibitors of Phosphoglycerate Kinase. PGK/GAPDH coupled, Kinase-Glo luminescence, 60 min. AID 602233, 2012. Phosphoglycerate kinase, glycosomal (Trypanosoma brucei brucei), P07378. 0.043% of 380,000 active. Potency, µM (series often up to 57.5 µM), for inactives: at the top dose activity change, negative = inhibition, usual class: inhibitors; further: potency means the concentration at half of the fitted maximal effect; on the % scale 0 is the no-effect control and ±100 the full control effect; nearly all actives have a fitted effect of over 60% in size
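Luminescent ATP detection (Kinase-Glo Plus) follows a 60-minute room-temperature incubation, with wells lacking PGK as controls. Buffer: 100 mM TEA (pH 7.6), 5 mM MgCl2, 0.01% Tween-20. Coupling enzyme GAPDH (100 nM final) supplies unstable 1,3-BPG in-well.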
Pin1 inhibitor: qHTS Assay to Find Inhibitors of Pin1. Peptidyl-prolyl cis-trans isomerase NIMA-interacting 1 (Homo sapiens), Q13526. Pin1 FP peptide displacement, HiFluor488, 10 min. Potency, µM (highest dose often 115 µM), for inactives: top-dose activity, negative = inhibition, most hits filed as inhibitors. 0.009% of 390,000 active; active means well fitted inhibition curve with a large enough effect in the polarisation, with a control signal flat, not every such curve was filed as active; inconclusive means small, poorly fitted or top-dose-only effect, or effect the other way, or a change in a side signal; inactive means no such curve, though single readings can be large or run the other way; the % refers to the polarisation; further: potency means the concentration at half of the fitted maximal effect; on the % scale 0 is the no-effect control and ±100 the full control effect
Target sequence (Q13526 whole entry, looked up): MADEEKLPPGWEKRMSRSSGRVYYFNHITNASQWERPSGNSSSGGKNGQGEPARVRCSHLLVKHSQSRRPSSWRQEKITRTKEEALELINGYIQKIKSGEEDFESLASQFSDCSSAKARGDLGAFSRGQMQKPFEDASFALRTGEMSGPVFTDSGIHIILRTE
GLS inh: qHTS for Inhibitors of Glutaminase (GLS); GLS enzymatic activity, qHTS titration; Potency, µM (series often up to 45.5 µM), for inactives: at the top dose activity change, negative = inhibition, hits mostly inhibitors; 0.21% of 410,000 active; further: potency means the concentration at half of the fitted maximal effect; on the % scale 0 is the no-effect control and ±100 the full control effect
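Read-out is an Amplex red fluorescence increase coupled through glutamate oxidase and HRP, measured before and after 30 min room-temperature incubation. hKGA is in 45 mM KH2PO4 (pH 8.2) with 0.02% Tween-20; glutamine added as 1mM solution.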
PI4K2A inh: qHTS for small molecular inhibitors of PI4K2A; Phosphatidylinositol 4-kinase type 2-alpha (Homo sapiens), Q9BTU6; purified PI4K2A, ADP-Glo luminescence, 1 h; active compounds read low; activity change, negative = inhibition, % at 76.9 µM; 0.13% of 420,000 active; in the data active means activity change below about -50%; inconclusive means mostly about -30% to -49%;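 further: -100% = wells without enzyme as full effect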
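PI4K2A activity was measured by ADP-Glo luminescence: enzyme (4 ug/mL stock) and phosphatidylinositol (1.2 mM stock) in Tris pH 7.5/MgCl2/EGTA/Triton X-100 buffer were reacted with ATP (300 microM stock) for one hour at ambient temperature.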
ERG-DNA inh: qHTS for Small Molecule Inhibitors of the ERG Ets/DNA interaction. Transcriptional regulator ERG (Homo sapiens), P11308. fluorescence polarization, His-ERG Ets domain / labelled DNA. Potency, µM (series often up to 76.9 µM), for inactives: at the highest dose FP activity, negative = inhibition, actives largely listed as inhibitors. 0.028% of 370,000 active. AID 624246, 2012; active means well fitted inhibition curve with a large enough effect in the polarisation, with a control signal flat; inconclusive means small, poorly fitted or top-dose-only effect, or effect the other way, or a change in a side signal; inactive means no such curve, though single readings can be large or run the other way; the % refers to the polarisation;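 further: polarization taken with two DNA probes labelled with fluorescein and Texas red; potency means the concentration at half of the fitted maximal effect; % of control where 0% means no effect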
Target sequence (P11308 whole entry, looked up, the tested form may be a part): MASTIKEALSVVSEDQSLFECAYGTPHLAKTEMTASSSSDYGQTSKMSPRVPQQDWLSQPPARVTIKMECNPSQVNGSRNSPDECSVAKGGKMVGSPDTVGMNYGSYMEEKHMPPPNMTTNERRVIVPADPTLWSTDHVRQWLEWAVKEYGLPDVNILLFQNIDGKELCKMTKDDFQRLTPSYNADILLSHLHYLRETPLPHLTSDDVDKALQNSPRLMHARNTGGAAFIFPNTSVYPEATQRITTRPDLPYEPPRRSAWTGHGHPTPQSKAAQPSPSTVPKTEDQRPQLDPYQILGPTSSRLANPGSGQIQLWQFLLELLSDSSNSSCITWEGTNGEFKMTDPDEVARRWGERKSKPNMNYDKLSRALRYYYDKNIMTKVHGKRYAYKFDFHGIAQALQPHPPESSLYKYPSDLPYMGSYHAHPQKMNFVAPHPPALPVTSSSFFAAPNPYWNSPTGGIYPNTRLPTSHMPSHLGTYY
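His-tagged ERG Ets domain (1 uM in the protein solution; 300mM KCl, 50mM Tris-HCl, 1mM EDTA, 1mM DTT, pH 7.5) received compound, then a probe mix of 5 nM fluorescein-DNA and 100nM Texas-615-DNA. Fluorescence polarization was read for both dyes.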
Numbers without * were called inactive; i = inactive; ? = inconclusive; . = no result given; & = joins results of further samples; [ ] = remark or other dose. Unless noted, the call rests on the fitted dose curve; in most records, active means well fitted curve in the direction sought with a large enough effect; inconclusive means small, poorly fitted or top-dose-only effect, or another doubt; inactive means no such curve, though single readings can be large; an effect the other way counts as inactive or inconclusive.

BAZ2B inh,G9a block,JMJD2A Tudor inh,HP1b binding inh,mol,PGK inhibitor,Pin1 inhibitor,GLS inh,PI4K2A inh,ERG-DNA inh
-1.9%,2.2%[59 µM],-1.4%,31.5%,COc1ccc(OC(=O)CN2C(=O)C3C4CCC(C4)C3C2=O)cc1 (centres undefined),5.2%,-5.4%,4.4%,1.3,-0.1%
-8.1%,-44.7%,?,24.1%,Cc1cccn2c(=O)c(/C=N/O)c(N3CCCCC3)nc12,3.5%,1.2%,-0.1%,-2.8,.
-6.6%,7.9%[59 µM],6.9%,28.8%,CCOC(=O)C1=C(C)N[C@@]2(O)c3ccccc3C(=O)[C@@]12O,5.8%,7.5%,5.7%,-11.2,-2.1%
2.8%,7.1%[59 µM],-7.4%,35.4%,CCOc1ccccc1NC(=O)COn1nnc2ccccc21,2.3%,-2.1%,-2.0%,-3.2,0.5%
?,-19.3%[59 µM],?,1.2%,CCCCCCC(=O)Nc1nc(C)c(-c2csc(Nc3cc(Cl)ccc3OC)n2)s1,-6.0%,36.0%[activator],1.9%,-5.4,-3.4%
3.1%,16.8%[59 µM],-1.0%,56.1%[activator],CCOC(=O)CNC(=O)c1sc(NC(=O)/C=C/c2ccccc2)nc1C,i,7.0%,-3.2%,-1.8,3.8%
2.9%,-7.3%[59 µM],-9.8%,35.3%,CC(C)Oc1ccc(S(=O)(=O)N2CCOCC2)cc1NC(=O)CC1CCCC1,-9.4%,-6.3%,-2.3%,-2.5,-0.4%
-3.3%,7.3%,8.3%,28.8%,COC(=O)Cn1cnc2c(cnn2-c2ccc(C)cc2)c1=O,4.8%,-0.4%,-2.9%,-1.0,-0.8%
3.6%,3.0%[0.501 µM],31.3%,71.7%,CSc1nnc2n(C)c3c(c(=O)n12)C1(CCCC1)Cc1ccccc1-3,-2.7%,2.0%,-7.3%,1.6,1.9%
0.4%,13.0%,-6.1%,41.9%[activator],CC1CN(C(=O)CCC(=O)NCCCc2ccccc2)c2ccccc2O1 (centres undefined),5.0%,-0.2%,-2.3%,-1.1,3.7%
6.0%,-6.4%[59 µM],2.5%,23.2%,O=C(CN1CCCCC1)Nc1cc(Cl)ccc1Cl,.,-2.2%,1.4%,10.7,-0.7%
50.1µM*,?,-30.5%,-16.1%,COc1ccc(OC)c(NC(=O)CCn2cccc2)c1,-3.1%,-2.3%,8.2%,13.4,-7.5%
7.9%,-9.6%[59 µM],2.8%,33.4%,CN(Cc1ccccc1)C(=S)Nc1ccc(OC(F)F)cc1,-13.0%,0.8%,0.2%,-3.4,-3.8%
13.4%,?,-3.8%,0.4%,CN(C(=O)c1ccccc1C(=O)c1ccccc1)C1CCS(=O)(=O)C1 (centres undefined),-5.2%,5.4%,8.8%,6.4,-1.3%
1.1%,.,-2.5%,18.2%,Cc1ccc(NC(=O)NC2CCCCCCC2)cc1,0.2%,-1.9%,-0.9%,4.4,-2.3%

Later entries
BAZ2B inh,G9a block,JMJD2A Tudor inh,HP1b binding inh,mol,PGK inhibitor,Pin1 inhibitor,GLS inh,PI4K2A inh,ERG-DNA inh
3.5%,-13.3%[59 µM],0.3%,20.6%,O=C(Nc1ccc(C(=O)NC2CCCCC2)cc1)c1cccnc1,i,1.5%,-1.9%,-19.2,-3.7%
-2.4%,6.0%,-0.7%,39.8%[activator],CCCOc1ccc(NC(=O)C2CC(=O)N(C(C)C)C2)cc1 (centres undefined),1.7%,5.2%,-3.0%,3.8,-0.9%
9.3%,19.7%,-19.9%,22.1%,CC1(C)Cc2nc(-c3ccccc3)nc(SCC(O)CO)c2CO1 (centres undefined),i,-8.7%,0.9%,4.3,-7.0%
79.4µM*,?,-24.3%,10.8%,CCC1CN(C(=O)N2CCC(C(=O)NCCc3ccccc3C)CC2)c2ccccc2O1 (centres undefined),5.5%,-1.5%,-10.4%,1.6,0.6%
-4.5%,?,-3.7%,20.2%,CCCCN(C(=O)C1=NN(c2ccccc2)C(=O)CC1)c1c(N)n(CC(C)C)c(=O)[nH]c1=O,i,-3.1%,-0.3%,-5.1,-0.2%
-7.6%,-39.8%[59 µM],-20.9%,9.0%,CCOc1ccccc1NC(=O)C1C2C=CC(C2)C1C(=O)O (centres undefined),-3.0%,-8.4%,16.6%,3.9,-13.0%
3.7%,?,-6.8%,35.7%,Cc1c(C(=O)OC2CCCCCC2)[nH]c2c1C(=O)CC(c1ccc(Cl)cc1)C2 (centres undefined),i,5.8%,-0.3%,2.8,-4.2%
10.1%,-9.8%[2.33 µM],-11.1%,25.7%,COCC(=O)NCCc1nc(-c2ccccc2)cs1,-13.4%,2.2%,-8.3%,-2.1,3.9%
0.6%&8.8%,1.7%[59 µM],-4.7%&-7.1%,27.4%&29.5%,Cc1ccc(CNc2nc3ccccc3n3cnnc23)cc1,8.8%&-1.5%,1.8%&3.6%,4.0%&0.9%,-6.7&2.0,-2.1%&-1.5%
4.6%,-1.1%[12.7 µM],0.4%,30.5%,O=C1CC(c2cccs2)CC2=C1C(c1ccccc1)n1ncnc1N2 (centres undefined),4.6%,-1.9%,7.4%,8.5,6.4%
.,.,-4.1%,12.9%,CCCCn1cnc2c(Sc3c([N+](=O)[O-])ncn3C)nc(N)nc21,-0.2%,0.5%,-3.6%,-2.2,0.1%
9.0%,?,8.4%,17.8%,COc1ccc(Sc2cc(C(F)(F)F)nc(-c3ccccn3)n2)cc1,-2.9%,-5.7%,.,4.6,4.1%
?,-33.6%,-10.5%,32.0%,O=C(CCCN1C(=O)/C(=C/c2cccs2)SC1=S)NNC(=O)c1ccncc1,i,?,0.0%,-12.0,?
-32.8%,8.2%,-21.7%,-4.1%,Cn1c(NCCO)nc2c1c(=O)n(Cc1cccc(Cl)c1)c(=O)n2C,i,-7.6%,-3.3%,-3.5,9.9%
-6.7%,22.7%,-18.9%,60.2%[activator],COCCNC(=O)CCn1nc(-c2ccc(C)cc2)ccc1=O,2.8%,2.0%,-4.0%,7.5,-6.3%

(continued)
BAZ2B inh,G9a block,JMJD2A Tudor inh,HP1b binding inh,mol,PGK inhibitor,Pin1 inhibitor,GLS inh,PI4K2A inh,ERG-DNA inh
4.8%,-11.7%,-16.2%,22.3%,CN1CCN(C(=S)NC(=O)c2cccc([N+](=O)[O-])c2)CC1,-8.7%,-0.7%,6.2%,-3.5,-2.5%
3.3%,-6.2%,-8.8%,9.1%,COc1cccc(NC(=O)CCN2C(=O)c3cccc([N+](=O)[O-])c3C2=O)c1,-5.3%,-0.4%,-2.8%,-3.0,-21.0%
?,50.1µM*,?,10.3%,CCOC1=C/C(=C/c2c(N)n3nc(CC(=O)N4CCCCC4)sc3nc2=O)C=CC1=O,6.3%,85.0%[activator],?,4.5,16.2%
11.8%,-4.3%[59 µM],1.9%,28.1%,CCOC(=O)c1c(C)[nH]c(C(=O)COC(=O)c2[nH]c(C)c(C(C)=O)c2C)c1C,-3.5%,-1.2%,0.6%,0.2,1.7%
-0.4%,-0.8%[59 µM],5.2%,45.2%[activator],Cc1cccc(C)c1OCc1nc2c3c(-c4ccccc4)c(-c4ccccc4)oc3ncn2n1,-3.3%,19.1%,1.2%,-1.4,5.3%
?,17.7%[59 µM],-11.6%,7.7%,Cc1ccc(-c2c3c(=O)n(C)c(=O)n(C)c3cn2N2CCOCC2)cc1,2.4%,-4.7%,7.0%,-6.2,2.5%
28.6%,88.3%[activator][59 µM],102.9%[activator],149.7%[activator],Cc1ccc(OC(=O)C2c3ccccc3Oc3ccccc32)cc1C,i,-0.8%,5.2%,-6.6,-1.0%
28.1%&41.4%,-0.8%,6.3%&39.2%,31.4%&82.2%,Cc1ccc(S(=O)(=O)C2(C(=O)Nc3ccc(C(C)C)cc3)CC2)cc1,-6.0%&-5.7%,0.6%&0.1%,0.0%&-5.1%,0.4&3.8,19.6%&0.2%
.,.,-5.8%,29.5%,O=C(NCc1ccncc1)c1ccc(NS(=O)(=O)c2ccccc2)cc1,-5.9%,-0.3%,-5.4%,4.5,5.5%
7.0%,-4.5%[59 µM],?,3.2%,CCCCOc1ccc(S(=O)(=O)NNC(=O)C2Cc3c(ccc4ccccc34)O2)cc1 (centres undefined),-2.5%,?,-8.0%,-0.7,-8.0%
-38.9%,?,?,-7.1%,Cc1noc(/C=C/N(C)C)c1S(=O)(=O)N1CCc2ccccc21,-5.2%,51.0%[activator],3.7%,1.4,3.1%
